HBB splice mod = modulators of hemoglobin beta chain splicing | HBB splicing reporter cell assay, activation; EGFP reporter with mutant IVS2-654 intron; response scale: normalised to 500 nM splice-correcting PNA | Potency, µM (titrated, usually from 46.1 µM), for inactives: at the top dose activation, most hits filed as activators | 0.06% of 65,000 active | AID 925; further: potency means the concentration at half of the fitted maximal effect; 0% is about no effect
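Compounds were applied for 2 days to HeLa EGFP-654 cells, 500/well in Optimem with 2% FCS. The reporter's EGFP is disrupted by mis-splicing of beta-globin intron IVS2-654. Readout: summed well GFP fluorescence from 488 nm laser scanning; reference was 500 nM antisense […] 654 PNA.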
Hsp90 Hop PPI = changes Hsp90-Hop TPR2A binding signal, up or down; AlphaScreen TPR2A-His6 binding biotin-Hsp90 C-terminal peptide; 0.44% of 71,000 active; AID 595; Potency, µM (series often up to 57 µM), for the others: at the top dose activity change, negative = inhibition; active means well fitted curve in either direction with a large enough effect; inconclusive means small, poorly fitted or top-dose-only effect, or another doubt; further: potency means the concentration at half of the fitted maximal effect; on the % scale 0 is the no-effect control and ±100 the full control effect; many of its hits are not listed in these tables
UbGFP stabilizer = ubiquitin-GFP accumulation via proteasome inhibition; Ubiquitin-GFP reporter cells, proteasome inhibition, GFP fluorescence; response scale: untreated = 0%, 10 µM MG-132 = 100%; AID 526; Potency, µM (highest dose often 45.9 µM), for the others: at the highest dose activation (GFP accumulation), hits mostly activators; 67,000 tested, under 10 active; active means well fitted activation curve with a large enough effect, not every such curve was filed as active; inconclusive means small, poorly fitted or top-dose-only effect, or another doubt; inactive means no such curve, though single readings can be large or run the other way; further: potency means the concentration at half of the fitted maximal effect
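Proteasome block read as GFP accumulation: ubiquitin(G76V)-GFP U2OS cells exposed to compound (2.9 nM–46 uM) for 4 hr at 37 C. Normalization used untreated cells as 0% and 10 uM MG-132 as 100%; concentration-response curves fitted.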
ALOX15 inhib = inhibitors of human 15-lipoxygenase (ALOX15); P16050; purified 15hLO-1, xylenol orange hydroperoxide absorbance; Potency, µM (titrated, usually from 57.1 µM), without a hit: at the top dose activity change, negative = inhibition, most hits filed as inhibitors; 1.4% of 74,000 active; further: potency means the concentration at half of the fitted maximal effect; on the % scale 0 is the no-effect control and ±100 the full control effect; nearly all actives have a fitted effect of over 55% in size
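Compounds were preincubated 15 min at room temperature with 40 nM purified human enzyme (25 mM Hepes pH 7.5, 0.01% Triton X-100); 50 uM arachidonic acid reacted 6 min. Fe-xylenol orange detection, 30 min, absorbance ratio 573/405 nm.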
Epigenetic mod = derepresses silenced GFP locus in mouse C127i cells; 0.09% of 68,000 active; Potency, µM (titrated, usually from 46.1 µM), inactives show at the top dose GFP derepression (activation); AID 597; mouse C127i GFP locus derepression, cytometry, 30 h; further: % of control where 0% means no effect
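Derepression screen: silenced CMV-GFP reporter in murine C127i cells, 30 h compound incubation at 37 C, washed cells imaged by laser-scanning cytometer to enumerate GFP-expressing objects of 20 to 120 um.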
BRCT inh green = BRCA1 BRCT-phosphoprotein interaction inhibition | BRCA1 BRCT-phosphopeptide binding, green fluorescence polarization | Potency, µM (series often up to 76.9 µM), without a hit: at the highest dose activity change, negative = inhibition, most hits filed as inhibitors | 0.05% of 75,000 active | AID 875;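 further: potency means the concentration at half of the fitted maximal effect; plate controls were peptide without protein for full effect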
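Compounds were incubated for 12 min at room temperature with a complex of 100 nM fluorescein-tagged pBACH1 decapeptide and 250 nM His-tagged BRCT protein. Buffer was phosphate pH 7.3 with EDTA, DTT and Tween 20. Disruption of binding lowers the polarization signal.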
A350 fluor = A350 region autofluorescence; Compound autofluorescence, 340/450 nm, Alexa 350 dye-equivalents; stronger effect = higher value; max dye-equivalent concentration, M; 11% of 59,000 active; in the data active means max dye-equivalent concentration above about 10 nM; inconclusive means mostly about 1.1 nM to 9.6 nM
4MU fluor = 4-MU region autofluorescence; compound autofluorescence, 340/450 nm, 4-MU equivalents; stronger effect = higher value; max dye-equivalent concentration, M; 11% of 59,000 active; AID 589; in the data active means max dye-equivalent concentration above about 10 nM; inconclusive means mostly about 1.1 nM to 9.6 nM
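Intrinsic fluorescence at 340/450 nm (ex/em) was read after 15 min at room temperature in pH 8.0, 100 mM Tris. Each compound concentration expressed as 4-MU-equivalent concentration from a six-point 4-MU standard series on each plate.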
BRCT PPI red = BRCT-phosphoprotein interaction inhibition (red fluorophore) | P38398 | BRCT-phosphopeptide binding, red fluorescence polarization | Potency, µM (series often up to 76.9 µM), inactives show top-dose activity change, negative = inhibition, usual class: inhibitors | 0.03% of 75,000 active; further: on the % scale 0 is the no-effect control and ±100 the full control effect
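Fluorescence polarization: 100 nM His-tagged BRCA1 BRCT with 100 nM TAMRA-labelled phospho-BACH1 decapeptide, phosphate buffer pH 7.3 with 150 mM NaCl, DTT, 0.01% Tween 20; 12 min RT. Binding inhibition seen as FP decrease.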
CRE-bla Fsk = modulators of forskolin-stimulated CRE signaling in CHO cells; CHO CRE-bla reporter (cAMP response element driving beta-lactamase), forskolin EC10, beta-lactamase ratio; Potency, µM (titrated, usually from 38.2 µM), for the others: at the highest dose activity change, negative = inhibition, hits mostly activators; 2.5% of 71,000 active; AID 662; active means well fitted activation curve with a large enough effect in the signal ratio, with a control signal flat, not every such curve was filed as active; inconclusive means small, poorly fitted or top-dose-only effect, or effect the other way, or a change in a side signal; the % refers to the signal ratio; further: potency means the concentration at half of the fitted maximal effect; % of control where 0% means no effect
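The 460nm/530nm emission ratio after CCF4 loading defined %Activity, from which AC50 values were obtained. CRE-bla CHO cells received compound dilution series together with an EC10 level of NKH 477 for 3 hours at 37 degrees Celsius.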
Pol III holo inh = inhibitors of bacterial DNA polymerase III holoenzyme. reconstituted DNA polymerase III holoenzyme replication, biochemical. Potency, µM (doses to about 57.1 µM), without a hit: at the top dose activity change, negative = inhibition. 0.25% of 71,000 active; further: potency means the concentration at half of the fitted maximal effect; on the % scale 0 is the no-effect control and ±100 the full control effect
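Reconstituted *E. coli* holoenzyme (0.35 nM Pol III, 1 nM beta, 154 nM SSB, 2 nM primase) was preincubated with compound for 15 min at RT. Synthesis on 1.4 nM ssM13Gori ran 35 min, then was stopped with PicoGreen/EDTA and read as dsDNA fluorescence.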
* marks the source's active call; other numbers are inactive results; i = inactive; u = inconclusive; x = no result given; [ ] = remark or other dose. Unless noted, the call rests on the fitted dose curve; in most records, active means well fitted curve in the direction sought with a large enough effect; inconclusive means small, poorly fitted or top-dose-only effect, or another doubt; inactive means no such curve, though single readings can be large; an effect the other way counts as inactive or inconclusive.

SMILES	HBB splice mod	Hsp90 Hop PPI	UbGFP stabilizer	ALOX15 inhib	Epigenetic mod	BRCT inh green	A350 fluor	4MU fluor	BRCT PPI red	CRE-bla Fsk	Pol III holo inh
CCCn1nc(C(=O)NCCc2ccc(S(N)(=O)=O)cc2)c2ccccc2c1=O	0.1%[57.5 µM]	u	3.9%	-10.7%	-0.2%	-0.2%	i	i	-0.6%	u	-6.0%
Brc1ccccc1-c1nnc(CSc2nnc3sc4ccccc4n23)o1	-0.2%[57.5 µM]	-1.2%	0.0%	-1.2%	-2.7%	1.6%	i	i	-0.9%	5.3%	1.6%
CCCCCSc1nc2c(c(=O)[nH]c(=O)n2C)n1CC	0.5%	1.4%	1.6%	3.1%	x	-0.2%	x	x	-0.5%	7.94µM*	-9.8%
CCC(=O)NC(=Nc1nc2ccccc2s1)NC(=O)CC	2.0%[0.369 µM]	u	x	-1.6%	5.8%	0.6%	1.94e-07M*	1.46e-07M*	0.0%	u	-0.8%
COc1ncc2nc(-c3ccc(F)cc3)c(=O)n(-c3ccccc3)c2n1	0.7%	0.7%	4.9%	-3.3%	7.8%[9.22 µM]	-1.0%	i	i	-2.2%	u	-2.5%
CCC(C)(C(=O)NC1CCCCC1)N(Cc1ccco1)C(=O)CNC(=O)c1ccccc1 (configuration not stated)	0.0%	-2.6%	0.0%	-1.9%	1.1%	-1.8%	i	i	0.4%	-15.1%	6.1%
CCC(=O)N(CCO)Cc1cc2ccc(C)c(C)c2[nH]c1=O	-3.1%	-5.5%	0.8%	3.4%	-1.0%	1.4%	u	i	-0.7%	-1.1%	-1.0%
Cn1c(=S)c2[nH]c(SCCN3CCCC3)nc2n(C)c1=O	2.7%[9.22 µM]	-7.9%[11 µM]	-4.0%[9.17 µM]	-17.5%[11.4 µM]	-2.2%[9.22 µM]	-2.1%[15.4 µM]	u	u	0.6%[15.4 µM]	16.7%[7.6 µM]	-6.3%[11.4 µM]
CC(C(=O)NCC1CCCO1)N(C(=O)c1snc(C(N)=O)c1N)c1cccc(F)c1 (configuration not stated)	x	-1.4%	6.6%	2.0%	-1.2%	1.9%	3.58e-07M*	5.03e-07M*	-0.8%	5.0%	-3.8%
Cc1ccc(NC(=O)c2cc(-c3ccco3)on2)cc1C	-0.3%	-8.1%	-7.3%	-9.0%	0.0%	1.2%	i	i	1.7%	-5.1%	-2.4%
COc1cc(S(=O)(=O)N(Cc2cccnc2)Cc2ccco2)ccc1-n1cnnn1	-0.4%[57.5 µM]	-6.0%	0.8%	-19.9%	0.0%	-0.2%	i	i	-0.5%	-1.0%	6.1%
CC(C)CN1CCCC2(CCN(C(=O)c3ccco3)CC2)C1	0.8%	-7.1%	-0.9%	5.1%	0.0%[9.22 µM]	3.2%	i	i	0.0%	-4.9%	3.8%
CS(=O)(=O)N1CCC[C@@]2(CCN(c3ccccn3)C2)C1	1.4%	-0.9%	-0.4%	4.3%	2.3%[9.22 µM]	-2.0%	i	i	-1.1%	0.9%	-3.7%
CCC/C=C(\CCC)C(NS(=O)(=O)c1ccc(-c2ccccc2)cc1)c1ccc(C(=O)OC)cc1 (configuration not stated)	4.9%	17.4%	x	x	x	-0.9%	x	x	0.0%	2.0%	-11.5%
CCN(CC)CCCNC(=O)CC1Sc2ccccc2NC1=O (configuration not stated)	0.6%	4.1%	-2.7%	-2.0%	1.4%	-0.6%	i	i	-0.5%	u	-4.5%
COCCNC(=O)C(C)OC(=O)c1cc2occc2n1C (configuration not stated)	x	-3.2%	1.3%	-5.0%	-1.9%	-0.3%	i	i	-0.5%	3.9%	-4.2%
CCCCCCC(=O)N(O)C1CC(=O)N(c2ccc(Br)cc2)C1=O (configuration not stated)	2.9%	-3.0%	0.0%	u	10.3%	-0.5%	i	i	1.1%	u	-4.4%
Cn1c(=O)c2[nH]c(-c3ccccc3)nc2n(C)c1=O	0.4%	-4.9%	-5.0%	6.0%	-1.1%	-3.0%	u	u	-1.2%	11.6%	-4.1%
Cc1sc2ncnc(SC(C)C#N)c2c1C (configuration not stated)	1.0%	u	0.7%	4.2%	-0.5%	1.3%	u	i	-0.5%	5.01µM*	-2.3%
c1c[nH]c(CN2CCOCC2)n1	3.8%[9.22 µM]	-6.0%[11 µM]	2.9%[9.17 µM]	9.3%[11.4 µM]	-2.2%[9.22 µM]	2.0%[15.4 µM]	i	i	-0.8%[15.4 µM]	2.2%[7.6 µM]	10.1%[11.4 µM]
CCOc1cc(S(=O)(=O)NC2CCCC2)ccc1Cl	-0.6%	3.3%	2.6%	-7.3%	-3.2%	0.9%	i	i	0.5%	7.5%	-3.2%
CCOc1ccccc1NC(=O)c1ccc(F)c(S(=O)(=O)N2CCC3(CC2)OCCO3)c1	0.3%[1.84 µM]	-4.0%	16.4%	-6.8%	2.0%	2.7%	i	i	-0.1%	u	3.1%
CCC1CCCCN1C(=O)CSc1nnc(-c2ccc3c(c2)OCCO3)o1 (configuration not stated)	-1.2%	-17.4%	5.0%	-5.8%	1.1%	1.2%	i	i	-2.2%	-4.1%	5.4%
COc1ccc2c(c1)C1(Nc3ccccc3-c3nc4ccccc4n31)C(=O)N2 (configuration not stated)	0.4%	-9.6%	8.3%	u	2.6%	-1.2%	u	i	1.4%	u	-0.5%
Cc1ccc(-c2nnc(SCC(=O)N3c4ccccc4NC(=O)C3(C)C)n2N)cc1	-2.2%	-2.7%	2.9%	-2.2%	-2.6%	-1.8%	i	i	0.8%	-15.3%	-5.8%
O=C(NC1CCCCC1)N1CCC(n2c(=O)[nH]c3ccccc32)CC1	0.2%	-2.6%[2.3 µM]	-2.9%	2.7%	x	-2.4%	x	x	-2.2%	-3.2%	-2.2%
CN(C)C=Nc1c(Br)cc(Br)c2nonc12	u	u	-3.0%	-35.6%	u	27.7%	i	i	-6.7%	u	7.8%
N=C(N)SCCc1cccc(CCSC(=N)N)c1	-0.3%	-8.9%	3.2%	8.9%	-1.2%	-1.3%	i	i	-1.6%	-4.7%	0.9%
C/C(=C\C#N)n1nc(C)cc1N	-1.6%	-2.6%	-3.2%	12.9%	0.0%	-1.2%	i	i	-3.1%	-8.0%	-2.8%
COC(=O)c1ccc(/C(O)=C(\C#N)c2nc3ccccc3s2)cc1	-0.2%	3.2%	0.3%	3.1%	0.1%	-0.2%	i	i	-0.1%	-1.0%	-2.1%
CCC(=O)c1ccc(OCC(O)Cn2c(C)nc3ccccc32)cc1 (configuration not stated)	0.0%	1.1%	-5.6%	11.1%	-2.0%	0.5%	i	i	-0.3%	-3.4%	-3.2%
CC(=O)NC(Cc1ccccc1)C(=O)N1CCN(C(=O)c2cccs2)CC1 (configuration not stated)	0.1%[57.5 µM]	0.3%	5.0%	-16.1%	0.3%	-0.9%	u	u	-0.8%	1.2%	0.7%
COc1ccc(CCNC(=O)COC(=O)c2ccco2)cc1OC	0.0%[57.5 µM]	0.0%	-1.9%	11.4%	0.0%	-1.1%	i	i	1.9%	22.0%	-2.8%
CCCN1Cc2cccc(C(=O)Nc3ccc4c(c3)OCCO4)c2C1=O	0.1%	-3.0%	-6.0%	-9.9%	3.4%	-4.5%	x	x	-1.1%	12.6µM*	-5.6%

Complete entries, looked up by structure.
CCCN1Cc2cccc(C(=O)Nc3ccc4c(c3)OCCO4)c2C1=O in the list: HBB splice mod: 0.1%; Hsp90 Hop PPI: -3.0%; UbGFP stabilizer: -6.0%; ALOX15 inhib: -9.9%; Epigenetic mod: 3.4%; BRCT inh green: -4.5%; A350 fluor: x; 4MU fluor: x; BRCT PPI red: -1.1%; CRE-bla Fsk: 12.6µM*; Pol III holo inh: -5.6%
CN(C)C=Nc1c(Br)cc(Br)c2nonc12 in the list: HBB splice mod: u; Hsp90 Hop PPI: u; UbGFP stabilizer: -3.0%; ALOX15 inhib: -35.6%; Epigenetic mod: u; BRCT inh green: 27.7%; A350 fluor: i; 4MU fluor: i; BRCT PPI red: -6.7%; CRE-bla Fsk: u; Pol III holo inh: 7.8%

Bioassay records deposited in PubChem BioAssay by National Center for Advancing Translational Sciences (NCATS).

Compounds as they come (roughly 12% active in at least one column).
